Screening results: PubChem, NMMLSC
Bim-Bcl-W – inhibitors of Bim binding to Bcl-W, primary screen, biochemical, multiplexed, bead-based flow cytometry. 190,000 tested, 0.02% active. Bim peptide-Bcl-W binding. inhibition, % at 10 µM;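 note: 0% = bound tracer without compound and 100% = peptide blocker; higher means less fluorescent Bim peptide bound to Bcl-W beads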
Target sequence (Q92843 whole entry, looked up): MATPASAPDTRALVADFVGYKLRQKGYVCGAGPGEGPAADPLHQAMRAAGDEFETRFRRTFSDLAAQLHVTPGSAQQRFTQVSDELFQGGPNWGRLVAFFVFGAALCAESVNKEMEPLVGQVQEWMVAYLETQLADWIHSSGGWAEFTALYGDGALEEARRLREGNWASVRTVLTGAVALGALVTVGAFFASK
RGS7-Gao – RGS7-Galphao binding modulators, primary screen, biochemical, multiplexed bead flow cytometry. Guanine nucleotide-binding protein G(o) subunit alpha (Homo sapiens), P09471. actives lie on both sides. binding response (% of control), % at 10 µM. 220,000 tested, 0.35% active. AID 1439, 2008; in the data active = binding response below about 49% or above about 150%; inconclusive = no clear call, values can overlap the other calls; inactive = in between;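 note: fluorescent Galphao held in activated GDP-AlF4 state binding bead-coupled RGS7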
ABCG2 block – ABCG2 efflux pump inhibitors, primary screen, multiplex with ABCB1, IgMXP3 cells, flow cytometry | inhibition, % at 6.6 µM | 190,000 tested, 0.1% active | Broad substrate specificity ATP-binding cassette transporter ABCG2 (Homo sapiens), Q9UNQ0 | JC-1 efflux;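 active = inhibition above 80%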;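 note: 0% = DMSO and 100% = nicardipine control wells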
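test system = two drug-resistant human cell lines, ABCG2 and ABCB1 | amount = 3 million cells/mL final, two lines in 1:1 ratio | reagent = JC-1 transporter substrate | doses = one concentration, 6.6 µM final | incubation = 10 min at 25 °C | signal = flow cytometric JC-1 green MFI at 530 nm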
Bim-Bcl-2 – inhibitors of Bim-Bcl-2 binding, primary screen, biochemical, multiplexed, human Bcl-2 family. 190,000 tested, 0.06% active. Apoptosis regulator Bcl-2 (Homo sapiens), P10415. Bead-based flow cytometry, Bim peptide-Bcl-2 binding. AID 950, 2007. inhibition, % at 10 µM; in the data active = inhibition above about 40%; inconclusive = no clear call, values can overlap the other calls;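 note: 0% = no compound wells with probe peptide and 100% = reference peptide inhibitor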
Target sequence (P10415 whole entry, looked up): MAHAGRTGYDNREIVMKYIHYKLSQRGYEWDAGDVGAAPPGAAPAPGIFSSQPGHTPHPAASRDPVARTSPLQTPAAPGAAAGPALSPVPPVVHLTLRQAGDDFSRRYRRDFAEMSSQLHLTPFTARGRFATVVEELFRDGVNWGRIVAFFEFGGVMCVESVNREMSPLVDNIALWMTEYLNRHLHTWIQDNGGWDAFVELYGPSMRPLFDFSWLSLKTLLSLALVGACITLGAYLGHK
RGS8-Gao – RGS8-Galphao binding modulators, primary screen, biochemical, multiplexed bead flow cytometry. AID 1423, 2008. actives lie on both sides. response (percent of control binding), % at 10 µM. Guanine nucleotide-binding protein G(o) subunit alpha (Homo sapiens), P09471. 220,000 tested, 0.34% active; in the data active = response below about 60% or above about 140%; inactive = in between;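 note: Galphao activated as the GDP aluminium fluoride complex binding bead-coupled RGS8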
Bim-Bcl-XL – inhibitors of Bim-Bcl-XL binding, primary screen, biochemical, multiplexed, bead flow cytometry, human Bcl-XL | Bcl-2-like protein 1 (Homo sapiens), Q07817 | Bim peptide-Bcl-XL binding, fluorescence | inhibition, % at 10 µM | 190,000 tested, 0.04% active | AID 1007, 2008
Target sequence (Q07817 whole entry, looked up): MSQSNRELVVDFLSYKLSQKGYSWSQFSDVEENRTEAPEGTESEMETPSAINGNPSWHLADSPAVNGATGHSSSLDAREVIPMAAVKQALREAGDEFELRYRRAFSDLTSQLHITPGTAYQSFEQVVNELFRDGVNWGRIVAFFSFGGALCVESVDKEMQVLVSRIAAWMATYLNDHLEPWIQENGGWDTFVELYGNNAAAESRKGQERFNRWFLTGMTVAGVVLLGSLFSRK
Bim-Bcl-B – inhibitors of Bim-Bcl-B binding, primary screen, biochemical, multiplexed, human Bcl-2 family | Bcl-2-like protein 10 (Homo sapiens), Q9HD36 | bead-based flow cytometry, Bim peptide-Bcl-B binding | inhibition, % at 10 µM | 190,000 tested, 0.073% active | AID 951, 2007;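 note: 0% = tracer peptide without compound and 100% = reference inhibitor peptide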
Target sequence (Q9HD36 whole entry, looked up): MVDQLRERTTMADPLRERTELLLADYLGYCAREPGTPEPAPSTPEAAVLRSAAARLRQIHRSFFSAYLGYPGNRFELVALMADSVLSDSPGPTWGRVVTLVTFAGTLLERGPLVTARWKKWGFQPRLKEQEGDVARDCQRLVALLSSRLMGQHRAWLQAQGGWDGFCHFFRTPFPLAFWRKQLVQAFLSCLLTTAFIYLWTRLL
Bim-Bfl-1 – inhibitors of Bim binding to Bfl-1, primary screen, biochemical, multiplexed, bead-based flow cytometry. inhibition, % at 10 µM. 190,000 tested, 0.12% active. Bim-Bfl-1 binding inhibition. AID 1008, 2008. Bcl-2-related protein A1 (Homo sapiens), Q16548;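 note: 0% = wells without compound plus tracer and 100% = blocker peptide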
RGS4-Gao reg – modulators of RGS4 binding to Galphao, primary screen, biochemical, multiplexed bead flow cytometry; Guanine nucleotide-binding protein G(o) subunit alpha (Homo sapiens), P09471; binding response (% of control), % at 10 µM; 220,000 tested, 0.33% active; actives lie on both sides; in the data active = binding response below about 49% or above about 150%; inactive = in between;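 note: fluorescent Galphao activated with aluminum fluoride binding bead-coupled RGS4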
GSH bead fluor – compound fluorescence on glutathione beads, profiling panel, artefact control, biophysical, 488/530 nm, flow cytometry; GSH beads flow cytometry, compound fluorescence 488/530 nm; stronger effect = higher value; 190,000 tested, 0.25% active; fluorescence (KMESF) at 10 µM; AID 1776, 2009; in the data active = fluorescence above about 89;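 note: glutathione beads carrying GST-tagged Bcl family fusion proteins plus one bare bead set; values are compound well signal with DMSO vehicle wells as background; inactives centre near 16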
ABCB1 inh – ABCB1 efflux pump inhibitors, primary screen, cell-based, multiplex, flow cytometry, ABCG2 counter-screen | CCRF-Adr cells, JC-1 efflux | inhibition, % at 6.6 µM | 190,000 tested, 0.067% active | AID 1326, 2008; in the data active = inhibition above about 40%;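 note: 0% = vehicle and 100% = reference inhibitor; higher value means more JC-1 retained so stronger ABCB1 efflux block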
* marks the source's active call; other numbers are inactive results; ? = inconclusive; / = not tested or not shown. Cut-off read from the data, not from the text of the source, unless noted: active = inhibition above about 40%.

No.	structure	Bim-Bcl-B	RGS7-Gao	Bim-Bcl-XL	Bim-Bcl-W	ABCB1 inh	RGS4-Gao reg	GSH bead fluor	ABCG2 block	Bim-Bfl-1	RGS8-Gao	Bim-Bcl-2
1	CCOC(=O)c1c(-c2ccc(F)cc2)csc1NC(=O)C1CCCO1 (stereo not given)	-31	114	-8	-1	0.9	97	25	6	4	94	-3
2	O=C(CCNc1n[nH]c(=O)[nH]c1=O)N/N=C/c1ccccc1Br	-2	?	-2	-1	0.7	99	11	2	-4	98	-1
3	Nc1ccc(Br)cc1-c1nc2ccccc2[nH]c1=O	-5	101	1	0	0.3	101	19	7	-5	100	1
4	COc1cc(/C=C/C(=O)OCC(=O)NC(=O)NC23CC4CC(CC(C4)C2)C3)ccc1OCC#N	-4	103	-5	-1	/	100	9	12	-5	104	-6
5	CCc1nc2ccccc2c(=O)n1NC(=O)c1c(O)c2ccccc2[nH]c1=O	1	99	0	2	1.6	94	12	0	-1	93	-2
6	CCn1cc(/C=C/C(=O)c2ccc(O)cc2)c(C)n1	0	93	-2	0	0.9	99	9	19	-2	100	0
7	Cc1cc(C)c(C#N)c(SCC(=O)Nc2ccccc2)n1	1	104	0	1	0.4	102	23	3	-3	103	1
8	COc1ccccc1NC(=O)c1nn(-c2ccc(F)c(F)c2)ccc1=O	-3	104	-5	-2	-8.0	103	11	2	-1	103	-4
9	COc1ccc(/C=C/C(=O)NC(=S)NN2CCCCC2c2cccnc2)cc1OC (stereo not given)	-22	103	-7	-7	0.3	99	14	-1	0	99	0
10	CN(C)S(=O)(=O)c1cccc(NC(=O)COC(=O)c2ccc([N+](=O)[O-])o2)c1	0	100	0	0	0.8	102	6	10	0	102	2
11	CSc1ccccc1C(=O)NCCSc1ccccc1	0	95	1	-2	0.4	99	18	2	0	98	0
12	COc1ccc2c(c1OC)C(=O)N1c3ccccc3C(=O)N(c3ccccc3F)C21 (stereo not given)	2	104	1	4	3.8	101	12	27	0	107	4
13	CCOC(=O)c1sc(NC(=O)c2cc3c(s2)CCC(C)C3)nc1C (stereo not given)	-1	107	-1	-2	-0.3	103	7	0	-4	102	0
14	CCSc1nnc(NC(=O)C2CCN(S(=O)(=O)c3ccccc3C(F)(F)F)CC2)s1	-4	102	-5	0	1.5	104	9	38	-4	101	-2
15	O=C(CNC(=O)C1COc2ccccc2O1)N/N=C\c1cccc(O)c1 (stereo not given)	-8	100	-5	-6	0.3	102	11	7	-5	103	-6
16	COc1ccc(C(CC(=O)NCc2ccco2)c2ccc(F)cc2)cc1 (stereo not given)	-8	102	-6	0	-0.4	103	38	22	-17	100	-10
17	CCN(CCCNC(=O)C1CCN(S(=O)(=O)N2CCOCC2)CC1)c1cccc(C)c1	-1	106	0	-1	0.7	103	10	3	0	99	0
18	O=C(COc1ncnc2c1cnn2-c1ccccc1)Nc1ccc(S(=O)(=O)N2CCCCC2)cc1	-11	101	-10	-8	0.0	97	11	-1	-14	99	-11
19	COc1ccc2c(c1)CCc1c(C(=O)NCCc3ccc(OC)c(OC)c3)noc1-2	-4	98	-1	0	0.4	99	16	3	-3	100	1
20	O=C(O)C1CCCN1C(=O)c1cccs1 (stereo not given)	7	102	4	2	0.0	99	12	0	3	98	5
21	O=C(COC(=O)c1ccc(Br)cc1)NCc1ccc(F)cc1	0	?	0	1	0.8	92	19	5	-6	98	0
22	CCC(C)n1c(SCC(=O)NCCc2ccc(S(N)(=O)=O)cc2)nc2ccsc2c1=O (stereo not given)	-13	110	-9	-5	1.4	108	25	10	-3	107	-2
23	CCNC(=O)NCCNC(=O)c1cc(OCC(F)(F)F)ccc1OCC(F)(F)F	-4	?	0	0	0.3	98	15	2	-4	100	0
24	COc1ccc(S(=O)(=O)NCCC(=O)NC(C)c2ccccc2)cc1 (stereo not given)	-2	96	-3	-3	0.2	100	17	0	0	101	-3
25	O=C(CCCc1nc(-c2ccccc2)no1)Nc1cccnc1	-9	101	-8	0	-0.3	100	21	21	-24	99	-11
26	O=C(C1CCC1)N1CCc2cc(S(=O)(=O)NCc3cccnc3)ccc21	-2	100	-2	-1	0.8	101	10	4	-3	102	0
27	COc1ccc(CCNC(=O)CN(c2ccc(OC)cc2)S(C)(=O)=O)cc1	2	103	0	-1	0.3	96	10	1	5	100	0
28	CCOc1ccc(CNCCc2ccc(S(N)(=O)=O)cc2)cc1	-5	99	-2	-1	-0.1	102	17	0	0	100	3
29	S=C(NCCCc1ccccc1)Nc1ccccc1Cl	-4	98	-3	0	-0.4	91	5	-1	0	91	-1
30	C=CCOC(=O)C1=C(C)NC(SC)=C(C#N)C1c1cccs1 (stereo not given)	0	101	-1	-3	0.2	101	15	2	0	104	-3

Later entries
No.	structure	Bim-Bcl-B	RGS7-Gao	Bim-Bcl-XL	Bim-Bcl-W	ABCB1 inh	RGS4-Gao reg	GSH bead fluor	ABCG2 block	Bim-Bfl-1	RGS8-Gao	Bim-Bcl-2
31	COc1ccccc1CN(Cc1ccco1)S(=O)(=O)c1ccc(-n2cnnn2)c(OC)c1	-13	95	-8	-1	0.9	93	37	1	-13	96	-9
32	O=C(Cc1ccc2c(c1)OCCO2)N1CCN(S(=O)(=O)c2cccc(C(F)(F)F)c2)CC1	-2	99	-4	-1	0.5	96	9	1	-2	98	-2
33	Clc1ccc(-c2nnc(C3CCCCC3)o2)cc1	-3	99	-2	1	-0.2	100	17	1	-13	100	0
34	CC(=O)N1N=C(c2ccc(C(C)(C)C)cc2)OC1(C)C	5	87	0	12	-0.7	87	9	-4	5	85	3
35	CCOc1ccc2[nH]c(=O)c(CN(Cc3ccco3)C(=O)c3cccc(F)c3)cc2c1	-1	96	0	0	1.2	100	15	4	3	99	2
36	CCS(=O)(=O)N1CCCC(C(=O)NCCCOC)C1 (stereo not given)	0	99	-1	-1	0.0	103	19	0	-1	101	0
37	COc1ccccc1CCc1nnc(CCC(=O)NCC(C)Oc2cccnc2)o1 (stereo not given)	-3	97	-5	-6	0.6	98	16	4	-7	100	-4
38	COc1ccccc1NC(=S)NC(=O)CC(C)C	-3	97	0	0	0.2	98	12	2	-1	100	-2
39	CN(C)c1cc(N/N=C\c2ccccc2)nc(N(C)C)n1	2	99	-3	-4	0.6	99	8	5	3	93	-1
40	O=C(NC(=S)N1CCN(c2ccc(Cl)cc2[N+](=O)[O-])CC1)c1ccco1	-3	99	-4	-2	2.0	97	6	14	0	101	0
41	COc1ccc(CC(=O)O/N=C(\N)Cc2cccc3ccccc23)cc1OC	-15	81	-5	0	0.6	88	17	4	-2	91	0
42	COC(=O)COc1ccc(S(=O)(=O)Nc2ccc3c(c2)OCCO3)cc1Cl	-4	95	-1	-2	0.3	79	18	0	-1	92	-1

Arranged by heavy-atom count (ascending): 9 of the compounds above
No.	structure	Bim-Bcl-B	RGS7-Gao	Bim-Bcl-XL	Bim-Bcl-W	ABCB1 inh	RGS4-Gao reg	GSH bead fluor	ABCG2 block	Bim-Bfl-1	RGS8-Gao	Bim-Bcl-2
38	COc1ccccc1NC(=S)NC(=O)CC(C)C	-3	97	0	0	0.2	98	12	2	-1	100	-2
36	CCS(=O)(=O)N1CCCC(C(=O)NCCCOC)C1 (stereo not given)	0	99	-1	-1	0.0	103	19	0	-1	101	0
34	CC(=O)N1N=C(c2ccc(C(C)(C)C)cc2)OC1(C)C	5	87	0	12	-0.7	87	9	-4	5	85	3
39	CN(C)c1cc(N/N=C\c2ccccc2)nc(N(C)C)n1	2	99	-3	-4	0.6	99	8	5	3	93	-1
40	O=C(NC(=S)N1CCN(c2ccc(Cl)cc2[N+](=O)[O-])CC1)c1ccco1	-3	99	-4	-2	2.0	97	6	14	0	101	0
42	COC(=O)COc1ccc(S(=O)(=O)Nc2ccc3c(c2)OCCO3)cc1Cl	-4	95	-1	-2	0.3	79	18	0	-1	92	-1
41	COc1ccc(CC(=O)O/N=C(\N)Cc2cccc3ccccc23)cc1OC	-15	81	-5	0	0.6	88	17	4	-2	91	0
35	CCOc1ccc2[nH]c(=O)c(CN(Cc3ccco3)C(=O)c3cccc(F)c3)cc2c1	-1	96	0	0	1.2	100	15	4	3	99	2
31	COc1ccccc1CN(Cc1ccco1)S(=O)(=O)c1ccc(-n2cnnn2)c(OC)c1	-13	95	-8	-1	0.9	93	37	1	-13	96	-9
